Screening results (PubChem)
FBW7 activator – activators of human E3 ligase FBW7 | Q969H0 | AlphaScreen FBW7–phospho-cyclin E peptide binding, activator screen | normalized activity (activation), % at 26.1 µM | 650,000 tested, 0.13% active | AID 1259310; in the data active = normalized activity above about 1.9%;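 note: purified mutant Fbw7 with reduced substrate affinity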
TEAD-YAP inh – TEAD-YAP interaction inhibition | HEK-TIYL cells, TEAD-Gal4/YAP UAS-luciferase luminescence | inhibition, % at 9.12 µM | 640,000 tested, 1.4% active; in the data active = inhibition above about 32%;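 note: 0% = median of test compound wells and 100% = reference inhibitor wells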
MITF inh – human MITF inhibition, primary screen; 650,000 tested, 0.91% active; AlphaScreen MITF homodimerization, bead proximity signal; inhibition, % at 2.6 µM; in the data active = inhibition above about 50%;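 note: 0% = vehicle wells with protein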
Target sequence (O75030 whole entry, looked up): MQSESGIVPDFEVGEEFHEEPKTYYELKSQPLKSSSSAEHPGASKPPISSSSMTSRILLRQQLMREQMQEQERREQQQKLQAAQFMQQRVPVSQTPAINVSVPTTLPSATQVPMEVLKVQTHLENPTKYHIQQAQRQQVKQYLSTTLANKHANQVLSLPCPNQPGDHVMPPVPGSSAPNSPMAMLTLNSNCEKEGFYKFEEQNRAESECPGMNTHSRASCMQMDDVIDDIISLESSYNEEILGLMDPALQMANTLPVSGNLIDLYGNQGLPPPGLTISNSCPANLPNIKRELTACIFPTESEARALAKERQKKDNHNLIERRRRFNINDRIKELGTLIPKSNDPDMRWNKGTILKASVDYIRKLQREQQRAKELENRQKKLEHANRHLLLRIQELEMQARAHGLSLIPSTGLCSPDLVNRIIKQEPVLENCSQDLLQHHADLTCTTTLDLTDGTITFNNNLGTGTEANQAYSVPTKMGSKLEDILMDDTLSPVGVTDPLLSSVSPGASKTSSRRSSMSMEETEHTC
GPR151 ag – activates the human receptor GPR151. 650,000 tested, 1% active. PathHunter beta-arrestin GPR151 cells, luminescence. activation, % at 11.2 µM; in the data active = activation above about 4.9%;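 note: 0% = median of compound wells and 100% = cells with positive control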
Target sequence (Q8TDV0 whole entry, looked up): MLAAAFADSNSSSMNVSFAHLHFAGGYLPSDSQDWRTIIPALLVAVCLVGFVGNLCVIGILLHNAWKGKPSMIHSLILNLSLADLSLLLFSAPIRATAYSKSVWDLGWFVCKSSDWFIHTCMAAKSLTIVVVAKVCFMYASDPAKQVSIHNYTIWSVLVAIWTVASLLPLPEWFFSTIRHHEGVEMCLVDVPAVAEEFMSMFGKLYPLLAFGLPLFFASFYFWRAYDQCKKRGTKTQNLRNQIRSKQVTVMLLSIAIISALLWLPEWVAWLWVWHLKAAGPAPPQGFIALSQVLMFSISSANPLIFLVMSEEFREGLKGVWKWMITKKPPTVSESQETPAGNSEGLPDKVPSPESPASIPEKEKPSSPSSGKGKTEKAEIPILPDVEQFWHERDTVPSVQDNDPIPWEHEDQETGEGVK
* marks the source's active call; other numbers are inactive results.

smiles	TEAD-YAP inh	GPR151 ag	FBW7 activator	MITF inh
O=C(Cn1cc(OCc2ccccc2F)c(=O)cc1CO)NCC1CCCO1 (configuration not stated)	1	0.0	-0.1	0
O=C(Nc1ccc(S(=O)(=O)NC2CCCCC2)cc1)c1ccccc1F	1	2.1	0.3	-7
CC(=O)N(Cc1ccc2c(c1)OCO2)Cc1cc2ccc(C)c(C)c2[nH]c1=O	2	-0.8	0.1	8
COC(=O)C1=C(C)N(c2ccc(F)cc2)C(=O)/C1=C\c1ccc(F)cc1	-7	-0.5	-0.2	16
Cc1ccc(NC(=O)C2CCCN2C(=O)OC(C)(C)C)c(C)c1 (configuration not stated)	8	-0.5	0.4	13
CC(=O)N(C)c1ccc(NC(=O)c2cc([N+](=O)[O-])cc([N+](=O)[O-])c2)cc1	11	-0.7	0.0	9
CC(C)(C)NC(=O)c1ccccc1NC(=O)COc1ccccc1Cl	0	0.0	-0.1	-22
CCN(CC)S(=O)(=O)c1ccc(OC)c(NS(=O)(=O)Cc2ccc(Cl)cc2)c1	-10	-0.4	-0.4	-11
O=C(CCn1cnnn1)N1CCCC1c1nc2ccccc2[nH]1 (configuration not stated)	-3	0.3	-0.2	2
Cc1ccc(C)c(CSc2nc3ccsc3c(=O)n2CCCCCC(=O)NCCc2ccccc2)c1	-2	0.8	0.1	12
c1ccc(-c2nnc(-c3ccccn3)nc2-c2ccccc2)cc1	8	3.2	-0.8	15
CN1C(=O)C(=O)N(CC(=O)Nc2ccccc2OC(F)F)C1=O	11	-0.4	0.0	-12
CCOC(=O)C1=C(C)N=c2s/c(=C/c3cccc([N+](=O)[O-])c3O)c(=O)n2C1c1cc(OC)ccc1OC (configuration not stated)	-7	-1.5	0.1	3
O=C1C2CC=CCC2C(=O)N1c1n[nH]c(CCc2ccccc2)n1 (configuration not stated)	-7	0.6	-0.1	2
CC(C)C(NC(=O)c1ccccc1NC(=O)c1ccco1)C(=O)O (configuration not stated)	-1	-0.8	-0.3	9
CCN(CC)c1ccc(/C=C2/C(=O)NC(=O)N(C3CCCCC3)C2=O)c(OC)c1	5	0.5	-0.6	-14
O=C(c1ccccc1)c1cc(Cl)cc2c1NC(c1ccc(Br)cc1)C1CC=CC21 (configuration not stated)	-2	2.6	-0.1	-4
COc1ccc(C2C=C(Nc3ccccc3)C(=O)N2c2ccccc2)c(OC)c1 (configuration not stated)	-17	2.4	-0.8	21
COc1ccc(C2/C(=C(\O)c3ccc(Br)cc3)C(=O)C(=O)N2CCO)cc1 (configuration not stated)	5	-0.3	-0.2	1
Cc1nnc2c(N3CCCCC3)nc3ccccc3n12	0	1.0	0.1	8

The list continues:
smiles	TEAD-YAP inh	GPR151 ag	FBW7 activator	MITF inh
Clc1ccccc1N1CCN(c2ncnc3sc4c(c23)CCCC4)CC1	11	1.7	0.0	4
COc1ccc(N2CCN(C(=O)c3ccc(CS(=O)c4ccc(C)cc4)o3)CC2)cc1 (configuration not stated)	56*	0.4	-0.3	-1
CCC(CC)C(=O)Nc1ccc(Br)cc1C(=O)O	0	2.1	0.1	0
CCN(c1ccccc1C)S(=O)(=O)c1cc2c3c(c1)CC(=O)N3CCC2	-12	3.0	0.0	-8
Cc1cccn2c(CN(Cc3nccn3C)C(C)C)c(C(=O)N3CCCCC3)nc12	-3	3.2	0.3	-13
O=C(CC1C(=O)NCCN1Cc1ccoc1)NCc1ccccc1OC(F)(F)F (configuration not stated)	14	-0.2	-0.2	-20
N#CCc1ncc(CSc2nc3ccccc3[nH]2)s1	4	1.2	-0.1	2
O=C1N=C(N2CCOCC2)S/C1=C\c1c(F)cccc1Cl	3	0.5	0.1	8
COc1ccc(Nc2nc(-c3cc4c(ccc5ccccc54)oc3=O)cs2)cc1OC	-9	1.8	-0.1	1
Cc1ccc(-c2cc(C(=O)N3CCC(C(N)=O)CC3)c3ccccc3n2)cc1	-6	0.7	0.1	0
COc1ccc(S(=O)(=O)N2CCN(C(=O)c3ccc(Cl)cc3)CC2)cc1	5	0.5	0.1	-16
COc1ccc(-c2nnc3sc(-c4ccc(Br)o4)nn23)cc1	7	-1.1	0.2	3
O=C(CSc1nc2ccccc2o1)N/N=C/c1ccccc1[N+](=O)[O-]	-8	1.4	-1.1	-1
Cc1ccc(NC(=O)Cn2cnc([N+](=O)[O-])n2)cc1C	10	-0.6	0.1	5
CCOc1ccc(-c2cc(C)n3nc(C(=O)Nc4cccc(Cl)c4Cl)cc3n2)cc1	3	-0.5	-0.1	-1
C=CCSC1=C(C#N)C(c2ccccc2)CC(=O)N1 (configuration not stated)	4	-0.5	0.6	19
O=C(COc1ccc([N+](=O)[O-])cc1)Nc1ccccc1-c1ccccc1	4	2.4	0.0	-6
Cc1ccc(Nc2nc(/N=C/N(C)C)n[nH]2)cc1C	-41	1.3	0.1	4
CC(=O)Oc1ccc(/C=C(\C#N)C(=O)Nc2ccc([N+](=O)[O-])cc2)cc1	-10	4.0	-0.1	-24
O=C1NC(=Nc2ccc(O)cc2)S/C1=C\c1cccc(O)c1	57*	0.6	-0.3	7

(listing goes on)
smiles	TEAD-YAP inh	GPR151 ag	FBW7 activator	MITF inh
CC(=O)c1c(C)[nH]c(C(=O)CSc2nnc(Nc3ccc(C)cc3)s2)c1C	6	0.0	0.0	0
CC(C)OCC(O)Cn1c(N2CCCCC2)nc2c1c(=O)[nH]c(=O)n2C (configuration not stated)	1	-0.5	0.2	18
COc1ccc(CN2C(=O)c3cccnc3C2Nc2ccc(C)cc2)cc1 (configuration not stated)	4	0.1	-0.4	5
COc1ccc(N2C(=O)C3C(c4ccccc4)OC4(C(=O)c5ccccc5C4=O)C3C2=O)cc1OC (configuration not stated)	-10	1.0	0.2	-2
Cc1[nH]c2ccccc2c1CCNS(=O)(=O)c1cc(Cl)ccc1Cl	-5	1.0	0.7	17
O=C(NC1CC1)c1ccc(-c2nc(C(=O)NCc3nc4ccccc4[nH]3)cs2)cc1	-4	-0.6	-0.1	0
COc1cc2c(cc1OC)CN(S(=O)(=O)c1ccc(Cl)cc1)CC2	-9	-0.1	-0.2	1
O=C(NCCc1ccccc1)C1CCN(Cc2ccccc2)CC1	8	-1.0	-0.1	16
CCOC(=O)c1c(C)c2c(n1C)CCCC2=O	-7	0.3	0.2	14
N#Cc1c(NC(=O)c2cccnc2)sc2c1CCCCC2	-13	0.0	0.0	6
C=CCOc1cccc(C(=O)NCCN(C)C)c1	-5	3.0	-0.2	11
Cc1cc(Cl)ccc1N=Cc1c(O)[nH]c(=S)[nH]c1=O	1	-1.3	0.0	2
O=C(Oc1ccc2ccc(=O)oc2c1)c1cc2ccccc2o1	11	-0.9	0.0	9
O=S(=O)(Nc1ccc(O)c(Sc2nc3ccccc3s2)c1)c1ccccc1	-12	3.1	-0.2	2
COc1cc(C2C(C#N)=C(N)OC3=C2C(=O)CCC3)ccc1OC(=O)c1cccs1 (configuration not stated)	2	4.1	0.8	22
Cc1ccc(C(=O)NNC(=O)c2ccc(SCC3CCCO3)c([N+](=O)[O-])c2)cc1 (configuration not stated)	5	0.0	0.2	-1
CCOC(=O)c1cnc2ccc(C(=O)OC)cc2c1Nc1ccc(OCc2ccccc2Cl)cc1	14	1.7	-0.1	-4
CCC(C(=O)Nc1cc(OC)c(OC)cc1C(=O)O)c1ccccc1 (configuration not stated)	-1	-2.3	-0.2	9
CC(C)c1nnc(-c2cc3ccccc3n2Cc2ccccc2)o1	-6	5.6*	-0.2	-11
CC1=C(C(=O)Nc2ccc(C)cc2)C2(CCCCC2)OC1=O	7	0.6	-0.3	7

Full records, quoted from the list.
Cc1nnc2c(N3CCCCC3)nc3ccccc3n12 is listed as TEAD-YAP inh: 0; GPR151 ag: 1.0; FBW7 activator: 0.1; MITF inh: 8
O=C1C2CC=CCC2C(=O)N1c1n[nH]c(CCc2ccccc2)n1 (configuration not stated) is listed as TEAD-YAP inh: -7; GPR151 ag: 0.6; FBW7 activator: -0.1; MITF inh: 2
COc1ccc(C2/C(=C(\O)c3ccc(Br)cc3)C(=O)C(=O)N2CCO)cc1 (configuration not stated) is listed as TEAD-YAP inh: 5; GPR151 ag: -0.3; FBW7 activator: -0.2; MITF inh: 1

Other records follow:
smiles	TEAD-YAP inh	GPR151 ag	FBW7 activator	MITF inh
CC(C)(C)NC(=O)NC(=O)CSc1nnc(-c2ccc(F)cc2)n1-c1ccccc1	-1	1.3	-0.1	-2
CCOC(=O)c1c(C)n(-c2ccc(C)cc2C)c2ccc(OC(=O)/C=C/c3ccccc3)cc12	1	-1.8	0.2	10
CC1=C(C#N)C(c2cccc(O)c2)C2=C(CC(C)(C)CC2=O)N1 (configuration not stated)	14	-0.1	-0.1	-3
O=C(Cc1cccc(Cl)c1)Nc1ccc(N2CCC(N3CCOCC3)CC2)cc1	-16	0.2	0.3	5
Cc1c(Cl)cccc1NC(=O)c1ccc(=O)n(Cc2ccc(F)cc2)c1	-15	0.1	0.1	-12
CC(=O)Nc1nonc1N1C(=N)S/C(=C/c2ccc(-c3cccc(Cl)c3)o2)C1=O	-7	2.0	-0.1	0
Cc1c(C(=O)O)cnc2cc(-c3ccc(Cl)cc3)nn12	-15	1.2	-0.1	1
COC(=O)c1cc(S(=O)(=O)N2CCN(c3ccc(OC)cc3)CC2)cn1C	0	0.4	-0.4	18
CC(C)C[C@@H]1NC(=O)[C@H]2CN(Cc3ccc(Cl)s3)CCN2C1=O	1	-1.3	0.0	-4
CN(C)c1cccc(Nc2cc(C(=O)Nc3ccc4c(c3)OCO4)c3ccccc3n2)c1	-7	0.4	-0.1	18
CCN1CCSc2ccc(C(=O)N3CCCC3)cc21	-1	-0.5	0.6	-6
O=[N+]([O-])c1cc(Br)cc(C=Nc2cccc3nsnc23)c1O	16	0.0	0.0	18
Nc1cc(C(=O)OCC(=O)NC(c2ccccc2)c2ccccc2)ccc1Cl	10	0.0	0.3	2
CS(=O)(=O)c1cnc2ncnn2c1C1CCN(C(=O)C2CCCCC2)CC1	-17	-1.1	-0.2	6
O=C(NCc1ccco1)c1ccc2c(=O)n(Cc3ccccc3)c(=S)[nH]c2c1	-4	-0.7	0.0	18
O=C(COc1ccc(Cl)cc1)NCc1n[nH]c(=S)n1-c1cccc(Cl)c1	4	-0.2	-0.3	-10
CCOC(=O)c1c(NC(=O)CSc2nnc(CNC(=O)c3ccccc3OC)n2CCc2ccccc2)sc2c1CCCCC2	-1	-0.5	0.5	3
Cc1ccc(N2CC(C(=O)NC3CC3)CC2=O)cc1 (configuration not stated)	0	0.1	0.0	8
Cc1ccc(-n2nc3c(c2NC(=O)c2ccccc2[N+](=O)[O-])CSC3)c(C)c1	-7	-0.5	0.1	-12
CC1CC(C)CN(C(=O)CCNS(=O)(=O)c2cc(Br)cnc2N)C1 (configuration not stated)	2	0.7	0.1	8

Carrying on.
smiles	TEAD-YAP inh	GPR151 ag	FBW7 activator	MITF inh
CCOC(=O)c1c(NC(=O)c2ccccc2OC(C)=O)sc2c1CCC2	14	0.3	0.3	5
Cc1cccc(OCC(=O)NNC(=O)c2cccc(C)c2)c1	4	-0.2	0.1	16
CSc1nnc(-c2ccco2)n1-c1ccccc1	-3	5.1*	0.0	3
Cc1cc(OCc2nc(-c3ccccc3)no2)ccc1Cl	-11	-0.5	0.8	3
CC(C)N1CCN(Cc2coc3ccccc3c2=O)CC1CCO (configuration not stated)	2	1.4	0.0	5
O=c1c(-c2ccccc2)c(N2CCOCC2)c1=O	7	-0.6	-0.2	7
O=C(CO)N/N=C/c1ccccc1[N+](=O)[O-]	11	-1.1	0.6	19
O=C(COC(=O)c1cccnc1Cl)NC(=O)c1ccc(OC(F)F)cc1	0	-0.1	-0.1	1
COc1ccc(C(=O)Nc2ccc(C(=O)OCC(=O)c3ccccc3)cc2)cc1	6	4.5	0.6	3
Cn1nc(-c2ccc(OCC(=O)Nc3ccc(Cl)cc3)cc2)c2ccccc2c1=O	-26	-1.2	0.3	16
Cc1ccc(NC(=O)Cn2cnc3sc(C(=O)N4CCN(c5ccc(F)cc5)CC4)c(C)c3c2=O)cc1Cl	4	0.2	0.3	3
CCC(C)NC(=O)CCc1c(C)nc2c(-c3ccccc3)c(C)nn2c1C (configuration not stated)	0	0.4	-0.1	5
C=CCc1cccc(C)c1OCCN1CCOCC1	-2	0.0	-0.2	86*
Cc1ccc(NC(=S)NNC(=O)c2ccc(N3CCCCCC3)c([N+](=O)[O-])c2)cc1Cl	-12	-0.1	-0.1	9
Cc1ccccc1CNC(=O)C(=O)Nc1cccc(Cl)c1	-23	0.0	-0.2	-9
COc1ccc(CCNc2nc(Nc3ccc(N4CCOCC4)cc3)nc3c2ncn3-c2ccccc2)cc1	12	6.5*	-0.2	12
C=CCOC(=O)C1=C(C)NC(SCC(=O)Nc2cc(C)ccc2C)=C(C#N)C1c1ccc(O)c(OC)c1 (configuration not stated)	0	3.8	-0.1	-3
CCCc1ccc(-c2ccc(C(=O)Nc3ccc(C)cc3Br)cc2)nc1	-6	-0.2	-0.1	-9
C=CCNC(=O)CN(Cc1c(F)cccc1Cl)S(=O)(=O)c1ccc(Cl)cc1	-1	0.1	0.2	15
CN(CC(=O)NCc1cccnc1)S(=O)(=O)c1ccc2[nH]c3c(c2c1)CCCC3	1	2.1	0.0	3
